Mac1 fbg inh: inhibitors of human CD11b/CD18 binding to fibrinogen; P05107+P11215; K562 CD11b/CD18 adhesion to fibrinogen, ATPlite luminescence; Mn2+ added to activate the integrin; inhibition, % at 10 µM; 93,000 tested, 0.54% active;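 active means primary inhibition of 50% or more at 10 µM, then 40% or more on retest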; further: some results filed as inactive read as strong as hits
ERa coact pot: ER-alpha (human) coactivator binding potentiation; P03372; TR-FRET ERalpha-LBD/SRC-Cy5 coactivator binding, 2 h; 100 = basal binding, no effect; coactivator binding (% of control), % at 25.6 µM; 86,000 tested, 1.3% active; in the data active means activity above about 200%;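 further: binding measured in presence of low estradiol as agonist stimulus; 0% = peptide alone without receptor and 100% = receptor with peptide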
FAK inh: FAK (human) kinase inhibition; inhibition, %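 (tested at 7 µM)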; biochemical FAK kinase activity assay; 97,000 tested, 0.84% active; in the data active means inhibition above about 19%;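 further: 0% = DMSO and 100% = reference compound high control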
Plk1 PBD FP: blocks phosphopeptide binding to human Plk1 polo box domain; Plk1 PBD phosphopeptide binding, fluorescence polarization; P53350; 97,000 tested, 0.13% active; AID 693; inhibition, %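 (tested at about 20 µM)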; in the data active means inhibition above about 34%, passing the limit was not always enough
PLK1 kinase inh: blocks human PLK1 kinase activity; P53350; recombinant PLK1 kinase, TR-FRET peptide phosphorylation; inhibition, % at 10 µM; 97,000 tested, 0.53% active; AID 619;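 active means inhibition of 50% or more in the single-concentration screen; inactive means inhibition below 50%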;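 further: 0% = DMSO max control and 100% = H-89 dihydrochloride min control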
HIV Rev-RRE inh: HIV Rev-RRE protein-RNA interaction inhibition; P05866; Rev peptide-RRE RNA binding, FRET; inhibition, % at 8 µM; 97,000 tested, 0.79% active;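 active means inhibition above the screen-wide mean plus 3 SD, cut at about 35% in these data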;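 further: 0% = median DMSO wells and 100% = median Neomycin B control wells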
Target sequence (P05866 whole entry, looked up): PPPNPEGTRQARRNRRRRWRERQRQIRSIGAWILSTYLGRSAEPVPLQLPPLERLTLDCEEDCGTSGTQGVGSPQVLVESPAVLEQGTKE
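Probe or stimulus: fluorescein-Rev peptide as binding partner; assay system: Cy5-tagged RRE RNA duplex with fluorescein-tagged Rev peptide; timing: 5 min compound–RNA preincubation, then 15 min with peptide, 25 °C; medium: HEPES pH 7.5 buffer with KCl, MgCl2, NaCl and EDTA; signal: fluorescein-to-Cy5 FRET, 480 nm excitation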
ERa SRC1 inh: blocks coactivator binding to human estrogen receptor alpha; P03372; TR-FRET ER-alpha LBD / SRC-1 peptide, estradiol-bound; inhibition, % at 25.6 µM; 86,000 tested, 1.7% active; AID 629; in the data active means inhibition above about 50%;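 further: 0% = receptor plus peptide control and 100% = peptide only without receptor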
Mac1 fbg enh: increases human CD11b/CD18 adhesion to fibrinogen; 93,000 tested, 0.07% active; P05107+P11215; AID 1499; K562 CD11b/CD18 adhesion to fibrinogen, ATPlite luminescence; activation, % at 10 µM;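 active means 10 µM primary screen giving 50% or more activity, confirmed by 40% or more on retest at that dose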; further: strong numbers were not always called active; reference of the scale not given here
ERb coact inh: ER-beta (human) coactivator binding inhibition; Q92731; TR-FRET ER-beta LBD / SRC1-Cy5 peptide binding; receptor agonist-loaded with 1 µM estradiol; inhibition, % at 25.6 µM; 86,000 tested, 1.3% active;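 active means compounds whose percent inhibition of the receptor-coactivator binding signal exceeds about 50% in the single-dose screen, limit read from the data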;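 further: 0% = receptor plus peptide wells without compound and 100% = peptide-only wells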
Target sequence (Q92731 whole entry, looked up, the tested form may be a part): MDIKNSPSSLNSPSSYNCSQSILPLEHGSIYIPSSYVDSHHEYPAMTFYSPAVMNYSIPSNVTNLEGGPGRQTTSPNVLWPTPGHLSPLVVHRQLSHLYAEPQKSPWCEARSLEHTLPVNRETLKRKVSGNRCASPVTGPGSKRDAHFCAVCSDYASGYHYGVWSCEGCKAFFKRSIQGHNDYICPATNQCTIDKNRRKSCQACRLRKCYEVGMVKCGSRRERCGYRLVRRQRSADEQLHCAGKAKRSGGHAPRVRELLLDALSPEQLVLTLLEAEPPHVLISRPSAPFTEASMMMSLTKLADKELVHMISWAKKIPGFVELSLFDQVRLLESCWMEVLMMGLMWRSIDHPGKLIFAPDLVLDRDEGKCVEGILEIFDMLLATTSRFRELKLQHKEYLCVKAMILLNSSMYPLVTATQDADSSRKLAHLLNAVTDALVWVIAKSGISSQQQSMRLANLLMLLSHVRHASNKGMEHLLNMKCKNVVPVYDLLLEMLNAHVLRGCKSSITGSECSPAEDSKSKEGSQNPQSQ
The depositor's hits bear a star; · = not tested or not shown; [ ] = another dose, or the depositor's remark. An unsorted share of the library. About 4.7% of those tested had a hit in this group.

structure	Mac1 fbg inh	ERa coact pot	FAK inh	Plk1 PBD FP	PLK1 kinase inh	HIV Rev-RRE inh	ERa SRC1 inh	Mac1 fbg enh	ERb coact inh
CN(C)S(=O)(=O)c1ccc(S(=O)(=O)Nc2ccc3c(c2)oc2ccccc23)cc1	-5	114	6	5	0	14	-6	3	-4
OC1(c2cccc(F)c2)CCN(Cc2ccncc2)CC1	-12	132	3	-5	2	0	-14	-3	-21[fluorescence artefact?]
O=C(NC(Cc1ccc(F)cc1)C(=O)O)c1ccccc1 (stereo not drawn)	-11	95	0	6	-11	4	-5[fluorescence artefact?]	0	-3
Cn1c(CSc2nc3ccc(Br)cc3[nH]2)nc2ccccc21	-1	153	5	7	-6	4	10[fluorescence artefact?]	0	1[fluorescence artefact?]
O=C(c1ccc(Br)s1)N1CCN(c2ncccn2)CC1	-14	100	1	1	-6	-1	-5	127	-6
Cc1cnc(NC(=O)CCCc2nc3ccccc3s2)s1	-2	79	1	-18	-5	5	1	2	-15
CCOc1cc(NC(=O)c2ccco2)c(OCC)cc1NC(=O)c1cc(OC)c(OC)c(OC)c1	-12	108[fluorescence artefact?]	1	-13	-10	-3	4[fluorescence artefact?]	-3	4[fluorescence artefact?]
CCOC(=O)c1c(C)n(C)c2ccc(OCCN(C)C)cc12	12	117	-2	4	8	2	-1	-1	0
CC(C)N1C(=O)C2C(C(=O)NCc3ccccc3)C3C=CC2(O3)C1C(=O)NC(C)(C)C (stereo not drawn)	-7	105	1	-10	-2	-1	5[fluorescence artefact?]	2	7[fluorescence artefact?]
COC(=O)C1=C(C)NC(C)=C(C(=O)OC)C1C(=O)OC1CCCCC1=O (stereo not drawn)	-5	126	4	-37	-7	-1	2	-1	-6
CC12C(=O)N(c3ccccc3C(=O)O)C(=O)C1C1C=CC2C1 (stereo not drawn)	4	121	6	8	-10	1	3	1	7[fluorescence artefact?]
CCc1ccc2[nH]c(=O)c(C(c3nnnn3Cc3ccc(OC)cc3)N3CCOCC3)cc2c1 (stereo not drawn)	4	104	6	0	-4	13	17	2	11

Quoted from the entries so far for reference:
structure	Mac1 fbg inh	ERa coact pot	FAK inh	Plk1 PBD FP	PLK1 kinase inh	HIV Rev-RRE inh	ERa SRC1 inh	Mac1 fbg enh	ERb coact inh
CCOC(=O)c1c(C)n(C)c2ccc(OCCN(C)C)cc12	12	117	-2	4	8	2	-1	-1	0
CC(C)N1C(=O)C2C(C(=O)NCc3ccccc3)C3C=CC2(O3)C1C(=O)NC(C)(C)C (stereo not drawn)	-7	105	1	-10	-2	-1	5[fluorescence artefact?]	2	7[fluorescence artefact?]

Next section:
structure	Mac1 fbg inh	ERa coact pot	FAK inh	Plk1 PBD FP	PLK1 kinase inh	HIV Rev-RRE inh	ERa SRC1 inh	Mac1 fbg enh	ERb coact inh
Cc1ncc(CC(=O)n2cc(C(=O)c3cc(F)ccc3O)cn2)s1	·	84	4	0	13	3	5	·	17
O=C(CSc1nc(C2CCCCC2)n(-c2ccccc2)n1)NCCN1C(=O)CSC1=O	55	91	-1	16	-18	0	1	0	4
COC(=O)c1sc(NC(=O)COc2ccc(C)cc2)nc1C	-3	133	0	21	6	10	-2	-2	-9
CCOc1ccccc1NC(=O)CCN1CCN(S(=O)(=O)c2ccc(Br)cc2)CC1	-6	110	0	0	-10	4	-2	-1	-3
COCCNC(=O)Cn1nc(C(F)(F)F)cc1C	-6	107	5	-15	-13	4	-3	-6	9
Cc1cc(N2CCC(C)CC2)c(F)cc1[N+](=O)[O-]	-49	·	3	5	-10	9	·	1	·
O=C(OCC(=O)N1CCN(C(=O)c2ccco2)CC1)c1sc2ccccc2c1Cl	-7	92	0	-26	-14	1	6	-1	5
CC(C)(C)NC(=O)CN(C(=O)Cn1nnc(-c2ccc(Cl)cc2)n1)C1CCN(Cc2ccccc2)CC1	·	102	0	8	-16	8	2[fluorescence artefact?]	·	-3[fluorescence artefact?]
CCNC(=O)NC(=O)C(C)SCc1ccccc1C (stereo not drawn)	-1	120	-2	-24	-11	-1	-8	-3	-12
Cc1ccc(CN2CCN(CC(=O)NC(C)c3ccc4c(c3)OCCO4)C2=O)cc1 (stereo not drawn)	5	119	-6	8	-12	1	-1	-6	0
CCC(=O)N1CCc2cc(S(=O)(=O)NCCC(=O)Nc3ccccc3C)ccc21	-7	112	0	7	7	5	5	-7	17
CN1CCN(NC(=O)CN2C(=O)/C(=C/c3ccccc3Cl)SC2=S)CC1	-34	·	2	10	-18	0	·	-3	·

(list continues)
structure	Mac1 fbg inh	ERa coact pot	FAK inh	Plk1 PBD FP	PLK1 kinase inh	HIV Rev-RRE inh	ERa SRC1 inh	Mac1 fbg enh	ERb coact inh
CCOC(=O)CSc1n[nH]c(NC(=O)c2cccc(C(F)(F)F)c2)n1	·	·	-4	37	-10	6	·	·	·
CCC(C)(C)NC(=O)C(c1ccco1)N(C(=O)c1csnn1)c1cccc(F)c1 (stereo not drawn)	2	120	11	16	-11	7	-13	-4	-1
CSc1ccc2nnc(-c3cccc(F)c3)n2n1	·	·	7	-21	5	5	·	·	·
Cc1cc(C)cc(C(=O)N2CC(=O)Nc3ccccc32)c1	14	105	1	12	4	2	1	1	10
O=C(NCCOC(=O)c1ccc(Cl)c(S(=O)(=O)N2CCCCC2)c1)c1ccncc1	18	114	8	10	-1	13	3	4	2
O=C(Nc1cccc(F)c1)C1CCN(C(=O)c2ccccc2Cl)CC1	-7	116	4	-3	-33	2	-8	1	2[fluorescence artefact?]
O=C(CSc1nnc(-c2cnccn2)n1Cc1ccco1)c1ccccc1	2	104	-3	0	-16	9	-2	-3	-1
CC1CCN(CC(=O)N2CCCc3c2c(=O)oc2ccc(OCc4ccccc4)cc32)CC1	12	99	1	4	-5	17	-1	-4	-15
COC(=O)c1ccc(N2CCN(S(=O)(=O)c3c(C)cc(C)cc3C)CC2)c([N+](=O)[O-])c1	6	·	2	17	-5	11	·	1	·
O=C(NCc1ccccn1)C1CCCN(Cc2cnn(-c3ccccc3)c2-n2cccc2)C1 (stereo not drawn)	·	112	-6	2	-1	1	3	·	-5
COc1ccccc1NC(=S)NC(=O)CCCOc1ccc(Cl)cc1Cl	-11	·	1	-30	-10	2	·	0	·
Fc1ccc(/C=N/n2c(-c3cccs3)n[nH]c2=S)cc1	-9	·	-8	-2	3	1	·	-3	·

(next part)
structure	Mac1 fbg inh	ERa coact pot	FAK inh	Plk1 PBD FP	PLK1 kinase inh	HIV Rev-RRE inh	ERa SRC1 inh	Mac1 fbg enh	ERb coact inh
CCOC(=O)c1cc2ccc(OC)c(OC)c2c(=O)s1	-7	129	1	27	-14	-1	-11	5	1
COCCn1c(SCC(=O)Nc2ccccc2)nc2c1c(=O)[nH]c(=O)n2C	-5	103	·	·	·	·	3	0	-4
CC(OC(=O)c1cc2sccc2n1C)C(=O)NCCc1ccccc1 (stereo not drawn)	-7	114	1	23	-10	9	-10	-1	-13
CCCCCn1c(SCC(=O)c2ccccc2)nc2cc(C(=O)NCc3ccco3)ccc2c1=O	·	·	2	13	-5	7	·	·	·
COc1ccc(-c2nnc(SCC(=O)NCCc3ccccc3)o2)cc1	·	85	1	-11	-13	8	3	·	-3
CCCn1c(/N=C/c2cc(OC)ccc2O)nc2ccccc21	4	100	-3	-9	-9	7	-7	-7	-9
CCOc1ccc(-n2c(=O)c3c(C)c(C)sc3n(CC(=O)NCc3ccco3)c2=O)cc1	-10	139	0	0	-6	0	44[fluorescence artefact?]	15	40[fluorescence artefact?]
COc1ccc(C(c2nnnn2CCc2ccccc2)N2CCN(C3CCCC3)CC2)cc1 (stereo not drawn)	-4	109	6	-2	-2	4	-2	-3	-5
Cc1ccc(S(=O)(=O)CCC(=O)OCC(=O)N2CC(=O)Nc3ccccc32)cc1	11	92	-1	10	-9	-1	-3	3	-3
Nc1c(-c2ccccc2)cnn1-c1cccc(C(F)(F)F)c1	-13	·	-5	-6	-3	8	·	-2	·
Cn1c(=O)n(CC(N)=O)c2ccccc21	-7	148	0	-1	-8	3	5	-5	-1
Cc1nnc(NC(=O)c2sc3nc(-c4cccs4)cc(C(F)(F)F)c3c2N)s1	·	·	16	-104	-42	99*[fluorescence artefact?]	·	·	·

Full records, looked up by structure. Values in the order: Mac1 fbg inh	ERa coact pot	FAK inh	Plk1 PBD FP	PLK1 kinase inh	HIV Rev-RRE inh	ERa SRC1 inh	Mac1 fbg enh	ERb coact inh
Results for COc1ccc(-c2nnc(SCC(=O)NCCc3ccccc3)o2)cc1 = ·	85	1	-11	-13	8	3	·	-3
Results for CCCCCn1c(SCC(=O)c2ccccc2)nc2cc(C(=O)NCc3ccco3)ccc2c1=O = ·	·	2	13	-5	7	·	·	·
Results for COCCn1c(SCC(=O)Nc2ccccc2)nc2c1c(=O)[nH]c(=O)n2C = -5	103	·	·	·	·	3	0	-4
Results for CCCn1c(/N=C/c2cc(OC)ccc2O)nc2ccccc21 = 4	100	-3	-9	-9	7	-7	-7	-9
Results for CCOc1ccc(-n2c(=O)c3c(C)c(C)sc3n(CC(=O)NCc3ccco3)c2=O)cc1 = -10	139	0	0	-6	0	44[fluorescence artefact?]	15	40[fluorescence artefact?]

Later entries.
structure	Mac1 fbg inh	ERa coact pot	FAK inh	Plk1 PBD FP	PLK1 kinase inh	HIV Rev-RRE inh	ERa SRC1 inh	Mac1 fbg enh	ERb coact inh
Cc1ccc(CC(=O)NCc2ccc3c(c2)OCO3)cc1	2	111	-2	-14	-3	10	14	1	0
COC(=O)NCCOc1nc(N(C)C)nc(N(C)C)n1	·	109[fluorescence artefact?]	0	19	-3	4	-3[fluorescence artefact?]	·	15
COC(=O)c1[nH]c2cc(OC)ccc2c1NC(=O)CCN1CCCC(C)(C)C1	-7	·	-14	-9	-6	4	·	-3	·
COc1ccccc1NC(=O)N1CCn2c(nc3ccccc32)C1	-1	110	6	1	-2	6	-13	-4	-9[fluorescence artefact?]
CCCCNC(=O)C1CCCN(S(=O)(=O)c2ccc(-n3cnnn3)cc2)C1 (stereo not drawn)	-3	105[fluorescence artefact?]	4	-24	-9	8	-3	-2	-10
CCCCN(C)CCCNC(=O)CCn1nc(-c2ccccc2)ccc1=O	10	141	1	-9	-5	0	-3	-1	-6[fluorescence artefact?]
CC(c1nc2ccccc2c(=O)[nH]1)N1CCN(C)CC1 (stereo not drawn)	-6	85	1	9	-17	10	9	-6	4

A draw from above in order of SMILES length, low to high:
structure	Mac1 fbg inh	ERa coact pot	FAK inh	Plk1 PBD FP	PLK1 kinase inh	HIV Rev-RRE inh	ERa SRC1 inh	Mac1 fbg enh	ERb coact inh
COC(=O)NCCOc1nc(N(C)C)nc(N(C)C)n1	·	109[fluorescence artefact?]	0	19	-3	4	-3[fluorescence artefact?]	·	15
COc1ccccc1NC(=O)N1CCn2c(nc3ccccc32)C1	-1	110	6	1	-2	6	-13	-4	-9[fluorescence artefact?]
CCCCNC(=O)C1CCCN(S(=O)(=O)c2ccc(-n3cnnn3)cc2)C1 (stereo not drawn)	-3	105[fluorescence artefact?]	4	-24	-9	8	-3	-2	-10

Source: PubChem
